APOBEC3G inh: APOBEC3G DNA deaminase inhibitors, primary screen, biochemical, fluorescence, single-stranded DNA substrate, uHTS. inhibition, % at 20 µM. DNA dC->dU-editing enzyme APOBEC-3G (Homo sapiens), Q9HC16. recombinant A3G, ssDNA deamination FAM/TAMRA fluorescence. 0.28% of 330,000 active;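 active means inhibition of at least 40% at 20 µM, with no more than 30% in the related APOBEC3A deaminase screen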;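 further: plate controls were DMSO wells with A3G for no effect and wells lacking A3G enzyme for full effect; some compounds called inactive have numbers as strong as hits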
Target sequence (Q9HC16 whole entry, looked up): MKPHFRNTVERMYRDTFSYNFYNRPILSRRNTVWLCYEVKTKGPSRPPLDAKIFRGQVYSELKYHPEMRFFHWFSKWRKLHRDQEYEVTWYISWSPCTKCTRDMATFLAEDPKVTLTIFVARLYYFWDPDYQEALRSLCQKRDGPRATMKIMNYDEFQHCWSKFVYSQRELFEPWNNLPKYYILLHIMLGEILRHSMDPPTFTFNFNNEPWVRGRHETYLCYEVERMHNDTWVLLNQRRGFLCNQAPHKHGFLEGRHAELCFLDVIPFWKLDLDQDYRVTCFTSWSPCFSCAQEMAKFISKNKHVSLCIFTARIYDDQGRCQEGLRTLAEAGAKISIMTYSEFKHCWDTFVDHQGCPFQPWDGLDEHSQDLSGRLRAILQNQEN
MPTP block: mitochondrial permeability transition pore inhibitors, primary screen, biochemical, isolated mouse mitochondria, absorbance. 1.4% of 360,000 active. inhibition, % at 10 µM. Ca2+ swelling absorbance, 30 min. AID 602449, 2012;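 active means inhibition of 50% or more, scaled per plate between neutral and stimulator controls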;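 further: 0% = DMSO wells given calcium and 100% = 1 mM EGTA wells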
EBI2 antag: EBI2 receptor antagonists, beta-arrestin recruitment, primary screen, cell-based, luminescence, 7a,25-OHC stimulation, uHTS; G-protein coupled receptor 183 (Homo sapiens), P32249; 7a,25-OHC stimulated; inhibition, % at 5 µM; 0.81% of 360,000 active; AID 651636, 2012; in the data active means inhibition above about 38%;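 further: enzyme fragment complementation signal reports receptor beta-arrestin coupling in cells; 0% = agonist plus DMSO wells and 100% = wells without agonist; some results beyond the cut were filed as inactive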
Gli-Sufu antag: Gli-Sufu pathway antagonists, primary screen, luciferase luminescence, Sufu-KO-LIGHT cells, uHTS | inhibition, % at 5 µM | AID 588413, 2011 | 0.74% of 340,000 active | Sufu-KO-LIGHT fibroblasts, Gli luciferase reporter luminescence;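 active means inhibition above about 55%, limit read from the data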;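 further: 0% = DMSO-treated cells and 100% = wells with medium but no cells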
CCR6 antag: CCR6 receptor antagonists, primary screen, cell-based, CHO-K1, luminescence, beta-arrestin, uHTS. 0.49% of 340,000 active. CHO-K1 CCR6 PathHunter beta-arrestin, CCL20-stimulated. inhibition, % at 20 µM. C-C chemokine receptor type 6 (Homo sapiens), P51684. AID 493098, 2011;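 active means compounds whose inhibition of the agonist-driven luminescence signal at 20 µM reaches about 50%, limit read from the data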;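 further: cells stimulated with CCL20 at 14 nM final; plate controls were DMSO with CCL20 for no effect and DMSO without agonist for full effect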
Target sequence (P51684 whole entry, looked up): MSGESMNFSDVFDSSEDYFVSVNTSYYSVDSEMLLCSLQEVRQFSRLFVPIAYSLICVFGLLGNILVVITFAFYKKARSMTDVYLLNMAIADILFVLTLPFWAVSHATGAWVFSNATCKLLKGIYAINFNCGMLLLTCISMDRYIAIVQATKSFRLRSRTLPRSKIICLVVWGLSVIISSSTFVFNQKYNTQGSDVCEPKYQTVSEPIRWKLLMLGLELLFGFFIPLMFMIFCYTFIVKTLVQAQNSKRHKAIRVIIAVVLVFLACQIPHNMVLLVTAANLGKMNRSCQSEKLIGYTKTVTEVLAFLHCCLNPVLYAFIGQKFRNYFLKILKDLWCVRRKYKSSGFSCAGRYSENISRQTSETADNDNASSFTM
NR3A LBD binder: binders of NR3A ligand-binding domain, primary screen, biophysical, differential scanning fluorimetry, uHTS; Glutamate receptor ionotropic, NMDA 3A (GRIN3A) ligand-binding domain; NR3A LBD differential scanning fluorimetry, Tm shift; 0% = protein alone, 100% = glycine-bound protein; Tm shift relative to glycine control, % at 25 µM; 2.5% of 340,000 active; AID 1259313, 2017;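 active means melting temperature shift of at least 10% of the positive control shift, at one fixed dose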
CXCR6 block: CXCR6 receptor inhibitors, primary screen, cell-based, beta-arrestin, luminescence, CHO-K1 PathHunter, 1536-well. C-X-C chemokine receptor type 6 (Homo sapiens), O00574. inhibition, % at 20 µM. 0.36% of 360,000 active. AID 602244, 2012; in the data active means inhibition above about 34%, passing the limit was not always enough;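 further: antagonist mode with CXCL16 agonist at 10 nM final; 0% = 10 nM CXCL16 with DMSO and 100% = unstimulated wells without agonist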
A3A deaminase: APOBEC3A ssDNA deaminase inhibitors, primary screen, selectivity assay for APOBEC3G inhibitor project, biochemical, FAM/TAMRA oligo cleavage fluorescence. inhibition, % at 20 µM. DNA dC->dU-editing enzyme APOBEC-3A (Homo sapiens), P31941. AID 493011, 2011. 0.41% of 330,000 active. recombinant A3A, FAM/TAMRA ssDNA deamination fluorescence;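 active means at least 40% inhibition at 20 µM here, with at most 30% in a related deaminase screen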;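 further: plate controls were A3A with DMSO for no effect and wells lacking A3A enzyme for full effect; some results filed as inactive read as strong as hits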
Target sequence (P31941 whole entry, looked up): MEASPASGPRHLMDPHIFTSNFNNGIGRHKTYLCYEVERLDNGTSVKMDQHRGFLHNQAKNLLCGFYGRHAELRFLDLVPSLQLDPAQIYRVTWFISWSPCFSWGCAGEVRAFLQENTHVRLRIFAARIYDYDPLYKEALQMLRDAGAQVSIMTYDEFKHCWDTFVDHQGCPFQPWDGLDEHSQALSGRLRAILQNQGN
Starred values were filed as active, the others as inactive; . = no result given; & = joins results of further samples.

Preview:
SMILES | APOBEC3G inh | MPTP block | EBI2 antag | Gli-Sufu antag | CCR6 antag | NR3A LBD binder | CXCR6 block | A3A deaminase
CN1C(=O)C(=Cc2cc([N+](=O)[O-])ccc2N2CCCCC2)C(=O)N(C)C1=O | -2.3 | -1.1 | -2.0 | -5.2 | 13.2 | -2.0 | 4.3 | -3.0
OC(c1ccc(F)cc1)C(c1ccccc1)N1CCOCC1 (centres undefined) | 0.1 | 0.6 | -0.4 | 3.3 | 9.0 | -0.2 | 1.1 | -0.1

Main list, from the first entry:
SMILES | APOBEC3G inh | MPTP block | EBI2 antag | Gli-Sufu antag | CCR6 antag | NR3A LBD binder | CXCR6 block | A3A deaminase
CN1C(=O)C(=Cc2cc([N+](=O)[O-])ccc2N2CCCCC2)C(=O)N(C)C1=O | -2.3 | -1.1 | -2.0 | -5.2 | 13.2 | -2.0 | 4.3 | -3.0
OC(c1ccc(F)cc1)C(c1ccccc1)N1CCOCC1 (centres undefined) | 0.1 | 0.6 | -0.4 | 3.3 | 9.0 | -0.2 | 1.1 | -0.1
O=P(Oc1ccccc1)(Oc1ccccc1)N1CCOCC1 | . | -1.6 | -1.2 | -0.5 | -0.8 | -0.2 | -1.9 | .
CN1C(=O)NC(=O)[C@]2(Cc3ccccc3N3CCN(c4ccccc4)CC32)C1=O (some centres undefined) | 12.9 | -1.5 | -3.0 | -7.5 | -17.9 | 1.5 | 5.1 | 1.4
CCC(=O)c1ccc(OCC(=O)N2CCN(CC(=O)Nc3ccc(C)cc3)CC2)cc1 | -6.4 | 0.3 | 6.7 | -6.1 | 4.7 | -1.2 | 3.1 | -1.7
CCCCNC(=S)N1CCn2cccc2C1c1cccnc1 (centres undefined) | -10.7 | 3.4 | 7.1 | 2.0 | 11.8 | -1.5 | -2.7 | -7.1
O=C(NCc1cccnc1)C(Cl)(Cl)Cl | -0.9 | -1.7 | -1.2 | 1.4 | -0.7 | -1.0 | 0.2 | 1.0
COc1ccc(NP2(=O)OCC(C)(N)CO2)cc1 (centres undefined) | . | -0.7 | -3.0 | -17.9 | 11.6 | 1.3 | -2.2 | .
CCCCCCn1c(O)c(C=NC2CCN(Cc3ccccc3)CC2)c(=O)[nH]c1=O | 0.2 | 31.4 | 9.8 | 8.1 | 3.4 | -0.6 | 9.7 | 4.1
C[C@]12CC[C@@H](O)C[C@@H]1CC[C@@H]1[C@@H]2CC[C@]2(C)C(=O)CC[C@@H]12 | -6.7 | 5.1 | 6.4 | -4.0 | 5.3 | -0.5 | -4.4 | -3.4
O=c1[nH]c(CN2CC=C(c3ccccc3)CC2)nc2scc(-c3cccs3)c12 | -4.9 | 1.0 | -0.9 | -2.6 | 11.3 | -2.3 | 0.6 | 0.0
CC/C(=N\N1CCCCCC1)c1c(O)n(-c2ccccc2C)c(=O)[nH]c1=O | -1.3 | 2.5 | -13.9 | 15.7 | 11.6 | -1.7 | -9.0 | 1.1
CCCCn1c(=O)c(C=Nc2cccnc2Cl)c(O)n(CCCCl)c1=O | -13.0 | 2.8 | 1.0 | 1.9 | 19.1 | -8.9 | -7.6 | -4.7
Fc1ccc(CNCCc2ccccc2F)cc1 | 0.5 | 0.7 | 3.5 | 1.3 | 6.4 | 1.6 | 0.7 | 0.4
Cc1ccc(/C=C2\C(=O)NC(=S)N(c3ccc(F)cc3)C2=O)o1 | 6.3 | -0.2 | -9.0 | -1.2 | 8.5 | -2.9 | -4.6 | 4.5
CCn1c(O)c(C=NCc2ccccc2)c(=O)[nH]c1=S | -3.0 | -2.0 | -3.0 | 4.0 | 3.3 | -2.5 | -8.7 | 0.6
CCC1(Oc2ccccc2)C(=O)NC(=O)NC1=O | . | -1.0 | -0.1 | -5.0 | 3.6 | -1.2 | -6.0 | .
COC(=O)C1=C(c2ccc(F)cc2F)C[C@@H]2CC[C@H]1N2C(=O)NCc1ccc(F)cc1 | -9.0 | 0.0 | 9.4 | 4.9 | 7.6 | -0.8 | 4.4 | 0.4
NC(N)=N/N=C/c1ccc(N2CCOCC2)cc1 | -4.3 | -0.3 | -3.7 | 11.6 | -12.2 | 0.3 | -7.1 | 2.2
Cc1ccc2c(c1)C1CN(C)CCC1N2C(=O)/C(C#N)=C/c1ccc2c(c1)OCO2 (centres undefined) | -7.7 | -0.5 | 9.8 | 7.7 | 2.3 | -0.7 | 12.5 | -4.0
COc1ccc2c(c1)[C@]13CCCCC1C(C2)N(C)CC3 (some centres undefined) | -12.4 | -3.0 | 0.4 | 20.9 | -1.1 | 0.5 | 1.7 | -2.8
COC(=O)C1=C(c2cc3ccccc3o2)C[C@@H]2CC[C@H]1N2C(=O)NCc1ccccc1 | -7.8 | -1.5 | 14.9 | 22.0 | 14.4 | 0.6 | 4.5 | -1.2
O=c1[nH]c(=S)n(-c2ccccc2Cl)c(O)c1C=NCCN1CCNCC1 | -4.1 | -1.5 | 0.1 | 6.5 | 0.0 | -1.8 | -5.4 | -1.2
COC12CCC3(CC1C(C)(O)C(C)(C)C)[C@H]1Cc4ccc(O)c5c4[C@@]3(CCN1CC1CC1)C2O5 (some centres undefined) | -0.2 | 3.0 | 6.7 | 5.6 | 0.0 | 0.9 | -1.5 | -0.1
COc1cc(OC)c(OC)cc1/C=C1/C(=O)NC(=O)N(Cc2ccccc2)C1=O | -3.0 | 60.3* | 2.6 | -0.4 | 9.3 | 1.8 | -6.3 | -0.4
CCC(=O)c1cn(Cc2ccccc2)c2ccccc12 | -2.9 | -1.3 | -1.5 | 3.8 | 25.3 | -0.6 | 2.7 | -0.9
CCCC1(CCC)C(=O)NC(=Nc2ccccc2)NC1=O | -0.1 | 2.1 | -1.9 | 1.6 | 3.0 | -1.5 | 0.8 | 4.1
O=C(CCC(=O)N1CCOc2ccc(Cl)cc21)N1CCC2(CC1)OCCO2 | -7.2 | -1.6 | -9.3 | -18.1 | -2.5 | 1.7 | 4.9 | -1.6
O=C1NC(=O)C(=Cc2ccc(-c3ccc(S(=O)(=O)N4CCOCC4)cc3)o2)C(=O)N1 | -4.7 | -1.7 | -3.0 | -10.1 | -4.2 | -3.3 | 5.1 | 1.4
N#Cc1ccccc1Cn1cc(C(=O)c2ccco2)c2ccccc21 | -6.1 | 1.3 | -4.4 | 8.7 | -4.5 | -20.0 | 6.5 | -3.8
CN1CCc2c([nH]c3ccccc23)C1 | 5.9 | -0.9 | -2.0 | 7.3 | 3.5 | -4.5 | 0.1 | 3.5
O=C(c1ccc2c(c1)ncn2-c1ccc(F)cc1F)N1CCC2(CC1)OCCO2 | -9.6 | 0.1 | -6.1 | -8.9 | 15.7 | -1.3 | -2.8 | 1.7
NC(Cc1ccc(O)cc1)C(=O)NN=Cc1ccc(N(CCCl)CCCl)cc1 (centres undefined) | . | 9.7 | -1.7 | 21.9 | 1.0 | -2.4 | 0.9 | .
O=c1[nH]c(O)c(N=Nc2ccc(S(=O)(=O)N3CCOCC3)cc2)c(=O)[nH]1 | -4.8 | 0.0 | -11.4 | -22.4 | 5.1 | 4.6 | 8.5 | -2.9
Cc1ccc2nc3c(cc2c1)CC1(C(=O)N(C)C(=O)N(C)C1=O)C1COCCN31 (centres undefined) | -3.3 | 2.1 | 1.8 | 18.0 | -2.1 | 0.3 | 0.3 | 1.0
CCCC(C)C1(CC)C(=O)NC(=Nc2ccc(F)cc2)NC1=O (centres undefined) | 1.4 | 4.3 | -6.9 | -2.8 | -5.0 | -2.8 | -7.5 | 1.2
COc1ccc(CCNC(C)CCc2ccc(OC)cc2)cc1 (centres undefined) | -2.9 | 1.3 | 0.2 | 3.4 | -10.4 | -1.1 | -0.3 | -1.7
O=C1/C(=C\c2ccc(Cl)cc2Cl)N2CCC1CC2 | -1.5 | 2.4 | -2.8 | -4.4 | 5.4 | 1.1 | 5.2 | 1.0
COc1ccc(C(O)c2ccccc2OP(=O)(N(C)C)N(C)C)cc1 (centres undefined) | -10.3 | 5.0 | -6.3 | -2.2 | -0.1 | -4.5 | -2.4 | -4.8
CC1CCN(C(=O)C(C)Cl)CC1 (centres undefined) | -13.5 | 0.2 | -11.0 | 1.7 | -0.6 | 0.9 | -6.2 | 1.4
Cn1c(O)c(C=Nc2ccccc2Sc2ccccc2)c(=O)n(C)c1=O | -3.3 | 0.5 | -0.9 | 5.5 | 15.1 | -4.1 | 0.9 | 0.7
COc1ccc2c(c1O)C13CCN(C)C(C2)C1CCC(=O)C3 (centres undefined) | -7.7 | 1.3 | 3.7 | -0.1 | 0.0 | 3.1 | -3.1 | -2.4
NN=C(N)N | -2.3 | -4.2 | -1.2 | 8.7 | 7.0 | 0.6 | -1.2 | -0.9
COc1ccc(/C=C2/C(=O)NC(=O)N(c3ccccc3)C2=O)cc1CN1C(=O)c2ccccc2C1=O | -1.7 | 48.1 | -12.0 | 3.1 | 1.8 | -0.9 | -8.0 | 3.8
CN(C)c1ccc(/C=C2/C(=N\O)C3CCN2CC3)cc1 | -6.7 | 2.2 | -2.8 | -32.6 | 3.1 | -1.5 | -2.4 | -6.7
O=c1[nH]c(=O)n(-c2cccc(Cl)c2)c(O)c1C=NCCN1CCCCC1 | -5.6 | -2.5 | -7.6 | -3.5 | -4.9 | 1.6 | 4.6 | 3.2
CC(C)(C)C(=O)C(Oc1ccc(Cl)cc1)n1cncn1 (centres undefined) | . | -0.6 | 0.9 | 11.0 | 6.0 | -0.2 | 4.9 | .
C=CCN1CC[C@]23c4c5ccc(O)c4O[C@H]2C(=O)CC[C@@]3(O)[C@H]1C5 | -2.5&-10.0 | -3.2&-0.7 | -3.8&-3.7 | 1.2&10.2 | -4.3&-5.2 | 0.6&-2.2 | -0.9&2.4 | 3.4&-3.2
CC1([N+](=O)[O-])COP(=O)(Nc2ccccc2F)OC1 (centres undefined) | . | -0.1 | 1.4 | 0.5 | -3.9 | -0.2 | -2.6 | .
CCCCCCCC(=O)NC(Oc1ccccc1[N+](=O)[O-])C(Cl)(Cl)Cl (centres undefined) | -6.3 | 70.3* | -3.3 | 4.5 | 7.2 | -8.3 | -3.6 | -1.8
N=C(N)c1c(O)n(C2CCCCC2)c(=O)n(C2CCCCC2)c1=O | -9.6 | 17.0 | 17.2 | 8.7 | 26.5 | 18.4* | -10.3 | -3.7
COc1ccc2c(c1)C13CCN(C)C(C2)C1CCC1(C3)OCCO1 (centres undefined) | . | -0.6 | -7.6 | -12.6 | -15.0 | 1.3 | 3.2 | .
O=C(c1cccn2c(=O)c3cc(Br)ccc3nc12)N1CCC2(CC1)OCCO2 | -3.8 | 5.0 | 5.9 | 6.1 | 2.6 | 0.7 | 5.1 | -1.9
CC(=O)c1cccc(OCC(O)CN2CC=C(c3ccccc3)CC2)c1 (centres undefined) | -5.5 | -0.2 | -16.5 | 8.5 | 4.0 | 4.2 | 1.6 | 3.8
C1CCC2S[C@H]3CCCCC3NC2C1 (some centres undefined) | -9.9 | 1.0 | 6.2 | 3.6 | 4.1 | 1.2 | -15.0 | -2.6
CN1CCc2nc3sc(C(=O)NC(C)(C)C)c(N)c3cc2C1 | -1.0 | 0.1 | -0.5 | -9.3 | 3.9 | 0.2 | 2.1 | -0.7
c1ccc2nc(OCCN3CC3)ccc2c1 | -0.3 | . | . | 17.6 | 14.9 | 2.1 | . | 0.6

The list is partial, so the mix of outcomes need not match the whole.
